D1 ag = activates the human D1 dopamine receptor; HEK293 T-REx D1 cells, calcium flux, agonist mode; AID 504660; hit rate 1% among 360,000; P21728; activation, % at 2 µM; in the data active means activation above about 30%; further: 0% is about no effect
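Inducible HEK293 T-REx D1 cells, force-coupled to calcium signalling, were plated at 4000 cells/well with tetracycline and held overnight at 30 C. After no-wash calcium dye loading, compound-evoked calcium rise over 180 s flagged agonists.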
D1 PAM = potentiators of human D1 dopamine receptor | P21728 | HEK293 TREx D1 cells, calcium flux, dopamine EC20 potentiation | potentiation, % at 10 µM | hit rate 0.036% among 360,000; in the data active means potentiation above about 30%; further: 0% is about no effect
D1 antagonist = antagonists of human D1 dopamine receptor | HEK293 TREx D1 cells, calcium flux, dopamine EC80; stronger effect = lower value | activity change, negative = inhibition, % at 10 µM | hit rate 3.2% among 360,000 | AID 504652; in the data active means activity change below about -30%; further: on the % scale 0 is the no-effect control and ±100 the full control effect
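Tetracycline-induced HEK293 Trex D1 cells, force-coupled to calcium, dye-loaded; compounds added and read 180 s, then EC80 dopamine added and calcium flux tracked kinetically another 180 s.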
D2 PAM = D2 dopamine receptor (human) potentiation | P14416 | HEK293 T-REx D2, calcium flux, EC20 dopamine potentiation | potentiation, % at 10 µM | hit rate 0.34% among 340,000;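 active means potentiation over 3 SD above the plate norm, cut at about 30% in these data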; further: 0% is about no effect
Target sequence (P14416 whole entry, looked up): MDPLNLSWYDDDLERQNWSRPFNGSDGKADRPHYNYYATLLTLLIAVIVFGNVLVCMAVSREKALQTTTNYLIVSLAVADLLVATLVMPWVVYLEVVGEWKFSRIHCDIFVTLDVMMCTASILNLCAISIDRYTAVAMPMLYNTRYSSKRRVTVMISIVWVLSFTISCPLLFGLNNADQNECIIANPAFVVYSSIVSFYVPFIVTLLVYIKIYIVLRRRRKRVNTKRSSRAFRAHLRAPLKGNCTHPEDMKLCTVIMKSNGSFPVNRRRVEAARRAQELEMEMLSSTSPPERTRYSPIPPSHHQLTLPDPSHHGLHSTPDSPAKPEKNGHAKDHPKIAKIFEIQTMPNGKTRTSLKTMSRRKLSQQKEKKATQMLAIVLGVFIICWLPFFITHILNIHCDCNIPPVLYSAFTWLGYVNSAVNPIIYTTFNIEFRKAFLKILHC
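Calcium flux readout, no-wash dye, 1 read/s. Inducible HEK293 Trex D2 line, overnight 30 C. Compound alone 180 s (agonist flags), then EC20 dopamine, another 180 s to score potentiation.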
Vif-A3G inh = Vif-A3G binding inhibition; Q9HC16; HeLa A3G-eYFP + Vif (tagged APOBEC3G with the HIV-1 protein that degrades it), YFP fluorescence, overnight; Potency, µM (doses to about 46.1 µM), inactives show at the highest dose activity, negative = active, actives largely listed as inhibitors; hit rate 0.076% among 410,000;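 further: potency means the concentration at half of the fitted maximal effect; on the % scale 0 is the no-effect control and ±100 the full control effect; nearly all actives have a fitted effect of over 60% in size; hits raise eYFP signal because A3G escapes Vif-driven loss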
Target sequence (Q9HC16 whole entry, looked up): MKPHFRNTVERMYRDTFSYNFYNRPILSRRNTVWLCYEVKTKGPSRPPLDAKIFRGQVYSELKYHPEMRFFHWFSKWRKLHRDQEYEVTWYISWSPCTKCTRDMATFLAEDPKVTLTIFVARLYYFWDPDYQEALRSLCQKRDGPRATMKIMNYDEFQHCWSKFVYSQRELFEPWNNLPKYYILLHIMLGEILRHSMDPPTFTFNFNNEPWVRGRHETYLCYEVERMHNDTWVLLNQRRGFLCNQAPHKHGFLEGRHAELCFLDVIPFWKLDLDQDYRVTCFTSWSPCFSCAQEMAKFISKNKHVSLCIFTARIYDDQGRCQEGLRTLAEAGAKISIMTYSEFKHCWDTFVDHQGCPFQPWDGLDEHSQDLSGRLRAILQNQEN
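HeLa cells stably expressing Vif and C-terminally eYFP-tagged A3G, seeded overnight at 37 deg C, then exposed to compound by pintool overnight at 37 deg C. Rise in yellow fluorescence (Ex 488/Em 500-530, Acumen) marks blocked Vif-driven A3G degradation.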
RXFP1 antag = antagonists of human relaxin receptor RXFP1; HEK293-RXFP1, relaxin-stimulated cAMP HTRF, 30 min; stronger effect = lower value; activity change, negative = inhibition, % at 57.5 µM; hit rate 0.59% among 350,000; Q9HBX9;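 active means activity change of -60% or lower, but not beyond a set lower limit; inconclusive means change between -60% and -40%, or beyond the set limit; inactive means change above -40%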; further: on the % scale 0 is the no-effect control and ±100 the full control effect
RXFP1 agonist = agonists of human relaxin receptor RXFP1 | Q9HBX9 | HEK293T-RXFP1 cAMP TR-FRET, 30 min; response scale: percent of porcine relaxin response, buffer zero | Potency, µM (highest dose often 57.5 µM), for the others: at the top dose activation, actives largely listed as activators | hit rate 0.3% among 370,000 | AID 2676; further: potency means the concentration at half of the fitted maximal effect; on the % scale 0 is the no-effect control and ±100 the full control effect; nearly all actives have a fitted effect of over 60% in size; many of its hits are not listed in these tables
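Agonist response is measured as cAMP accumulation in an RXFP1-transfected HEK293T line under PDE4 inhibition. Values are scaled between buffer-only and 29 nM porcine relaxin, and EC50s come from standard Hill equation fits.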
GRP78 ERSR act = ER stress response induction in glioma. U87-MG GRP78 promoter luciferase reporter, 16 h. Potency, µM, for inactives: top-dose activation, actives largely listed as activators. hit rate 0.02% among 420,000. AID 602332; further: potency means the concentration at half of the fitted maximal effect; series mostly up to about 76 µM; % of control where 0% means no effect; nearly all actives have a fitted effect of over 35% in size
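Stably transfected U87-MG glioma cells carrying a GRP78-based luciferase sensor; 16 h compound incubation. Luminescence end-point read 10 min after Bright-Glo addition at room temperature.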
Vif-APOBEC3F blk = inhibitors of Vif-A3F interaction. HeLa A3F-eYFP + Vif (tagged APOBEC3F with the HIV-1 protein that degrades it), YFP fluorescence increase. Potency, µM (top dose mostly 46.1 µM), without a hit: at the highest dose activity, negative = active. hit rate 0.2% among 390,000; further: potency means the concentration at half of the fitted maximal effect; % of control where 0% means no effect; nearly all actives have a fitted effect of over 65% in size
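HeLa cells stably expressing Vif plus C-terminally eYFP-tagged A3F were seeded, incubated overnight at 37 deg C, dosed with compound, incubated overnight again at 37 deg C. Yellow fluorescence (Ex 488/Em 500-530) reported blocked Vif-mediated A3F-eYFP degradation.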
An asterisk follows results filed as active; ? = inconclusive; . = no result given. Unless noted, the call rests on the fitted dose curve; in most records, active means well fitted curve in the direction sought with a large enough effect; inconclusive means small, poorly fitted or top-dose-only effect, or another doubt; inactive means no such curve, though single readings can be large; an effect the other way counts as inactive or inconclusive. These rows are one share of the data. The share of hits here may be higher or lower than overall.

SMILES	GRP78 ERSR act	RXFP1 agonist	RXFP1 antag	D1 PAM	Vif-A3G inh	D1 antagonist	D2 PAM	D1 ag	Vif-APOBEC3F blk
CCCSc1nsc(NC(=O)C(c2ccccc2)c2ccccc2)n1	-3%	-0.6%	-11	-6	0%	-1	6	0	-8%
O=C(/C=C/c1cccc(F)c1)Nc1cc(S(=O)(=O)N2CCOCC2)ccc1N1CCCC1	-1%	0.8%	-11	-1	-2%	4	10	0	4%
COc1cccc(-c2cc(C(=O)N3CCN(c4ncccn4)CC3)c3ccccc3n2)c1	3%	-1.1%	.	0	-8%	9	4	3	0%
CCn1cc(C(=O)NCCc2ccccc2)c(=O)c2cc(S(=O)(=O)N3CCCCCC3)ccc21	0%	-0.1%	.	0	-4%	-8	-3	1	3%
Cn1c(CCN2CCCCC2)nc2cc(NC(=O)Nc3ccccc3)ccc21	3%	0.4%	-12	1	-2%	-10	-7	0	2%
O=C(Cn1c(=O)c2sccc2n(Cc2ccc([N+](=O)[O-])cc2)c1=O)NCCc1ccccc1	0%	0.9%	0	-10	0%	-13	-6	0	-7%
COc1cccc(C2=NN(C(=O)c3ccco3)C(c3ccco3)C2)c1 (configuration not stated)	1%	-1.1%	-8	-8	-2%	-13	1	2	-1%
COc1cccc(OC)c1OCCCN1CCC(Cc2ccccc2)CC1	-3%	-1.1%	-8	-8	1%	-13	-27	9	5%
O=C(CN1CCCCCCC1)Nc1cccc(Cl)c1Cl	-7%	-0.6%	-6	-5	10%	9	6	0	-2%
Cc1ccc(S(=O)(=O)Nc2ccc(N3CCOCC3)cc2)cc1[N+](=O)[O-]	-6%	1.7%	-4	-6	0%	-4	7	2	15%
CCOc1ccccc1-n1nnnc1SCC(=O)NCC1(N2CCOCC2)CCCCC1	-3%	0.0%	6	9	-13%	-8	-9	0	-4%
CN(C)C(=O)c1cc2cc(Br)ccc2s1	0%	0.7%	7	-4	1%	4	6	1	-19%
O=C(Nc1ccc(C(F)(F)F)cc1)c1ccc2ncsc2c1	2%	2.3%	-6	-7	6%	-4	-7	0	-18%
OCC[C@H]1C[C@@H](O)[C@H](O)[C@]2(OCCc3ccccc32)O1	-5%	1.2%	.	-3	-3%	14	-2	0	-6%
Cc1cccc(C)c1NC(=O)NC1CC2CCC(C1)N2Cc1cccs1 (configuration not stated)	-4%	3.0%	2	-8	-8%	9	.	6	-1%
Cc1ccc(Cn2cc(C(=O)NN)c(=O)c3ccc(F)cc32)cc1	-1%	-2.0%	0	-8	?	0	.	1	0%
CC1CCN(c2nn3c(=O)c(C(=O)NCCCOC(C)C)cnc3s2)CC1	3%	13%	-7	6	3%	-2	-1	1	1%
CC(C)(C)NC(=O)NC(=O)COC(=O)c1c(F)cccc1Cl	2%	0.5%	7	1	-6%	-1	-6	2	5%
Cc1ccc(S(=O)(=O)NCCC2(C(C)C)CCOC(C)(C)C2)cc1 (configuration not stated)	-3%	-0.2%	-7	0	-4%	0	-6	-1	-7%
Cc1cc(C)n2ncnc2n1	-2%	-0.2%	-5	-3	-3%	7	-6	-1	-7%
CCOC(=O)C1=C(C)N=c2s/c(=C\c3ccc(OC(C)=O)c(OCC)c3)c(=O)n2C1/C=C/c1ccccc1 (configuration not stated)	-3%	2.2%	-17	-1	0%	2	-14	4	-6%
O=C(COC(=O)C1C2CC3OC(=O)C1C3C2)Nc1ccc(Cl)cc1 (configuration not stated)	9%	1.3%	-13	-6	0%	4	.	1	0%
COCCCn1c(SCC(=O)Nc2cccc(C(=O)OC)c2)nnc1-c1ccncc1	-4%	0.6%	-5	8	0%	0	-6	1	-3%
COc1ccc(N(CCC(=O)Nc2ccccc2F)S(=O)(=O)c2ccc(C)cc2C)cc1	-1%	0.6%	2	2	-5%	32	3	0	-15%
CCS(=O)(=O)N1Cc2ccccc2CC1C(=O)Nc1ccc(OC)cc1OC (configuration not stated)	-5%	0.6%	0	-10	2%	-1	5	1	-8%
O=C(Nc1nnc(C2CC(=O)N(c3ccc(Cl)cc3)C2)s1)c1ccco1 (configuration not stated)	-3%	0.4%	5	1	5%	1	-13	2	-2%
Cc1ccc(C(=O)Nc2onc(C)c2C#N)cc1	4%	0.6%	-8	-1	1%	2	2	4	3%
O=C(O)CN1C(=O)/C(=C2\C(=O)N(Cc3ccccc3Cl)c3ccccc32)SC1=S	-8%	2.5%	30	0	0%	-5	1	1	-3%
COc1cccc(NS(=O)(=O)c2cc(-c3cnc(C4CC4)o3)ccc2C)c1	-4%	0.2%	.	0	?	-12	5	-1	-10%
O=C(NC1CC(=O)N(c2ccc3c(c2)OCCO3)C1)N1CCC(O)CC1 (configuration not stated)	-2%	-0.4%	-5	2	2%	1	-10	3	7%

Just RXFP1 antag, D1 PAM and D1 antagonist, for 3 of the compounds above:
| SMILES | RXFP1 antag | D1 PAM | D1 antagonist |
| --- | --- | --- | --- |
| Cc1ccc(Cn2cc(C(=O)NN)c(=O)c3ccc(F)cc32)cc1 | 0 | -8 | 0 |
| CC1CCN(c2nn3c(=O)c(C(=O)NCCCOC(C)C)cnc3s2)CC1 | -7 | 6 | -2 |
| CC(C)(C)NC(=O)NC(=O)COC(=O)c1c(F)cccc1Cl | 7 | 1 | -1 |

(further entries)
SMILES	GRP78 ERSR act	RXFP1 agonist	RXFP1 antag	D1 PAM	Vif-A3G inh	D1 antagonist	D2 PAM	D1 ag	Vif-APOBEC3F blk
COC(=O)N/N=C(\CCC(=O)O)c1cccs1	2%	-0.8%	5	12	2%	-5	-10	4	3%
COc1ccc(N2CCN(CC(=O)Nc3cc(C)cc(C)c3)CC2)cc1	-5%	2.8%	-3	-3	7%	8	-1	2	2%
CCN(CC)S(=O)(=O)c1ccc(S(=O)(=O)Nc2c(C)nn(C)c2C)cc1	-2%	-1.0%	-10	4	-3%	0	1	5	8%
Cn1cccc1/C=N/NC(=O)CNc1cccc2ccccc12	0%	2.1%	-14	-5	-7%	-17	3	8	1%
COCC1COS(=O)(=O)NC1(C)C (configuration not stated)	-4%	4.0%	.	-2	2%	-11	5	1	-5%
CCC(CC)N1CCN(CC2CC=CCC2)CC1 (configuration not stated)	-3%	3.6%	-16	-1	-4%	-17	-12	2	5%
Cc1ccc(C(=O)NCC(=O)OCC(=O)N(CC(C)C)c2c(N)n(Cc3ccccc3)c(=O)[nH]c2=O)s1	-2%	.	-1	.	-1%	.	.	.	-11%
COc1ccc(CNCc2c(C(=O)O)c(C)n(Cc3ccc(Cl)cc3)c2C)c(OC)c1	-2%	-1.2%	-12	-1	-2%	-20	-5	-2	1%
CC(C)c1ccc(/C=N/NC(=O)CC(=O)NCc2ccccc2)cc1	3%	0.9%	8	0	1%	-3	-2	2	7%
Cc1ccc(-n2c(C)c3c(C)nnc(C)c3c2C)cc1C	3%	1.0%	-1	2	1%	11	13	0	.
CCOC(=O)C(NC(=O)NCc1ccccc1)(OCC)C(F)(F)F (configuration not stated)	-4%	0.0%	-2	3	?	-22	5	0	-2%
Clc1ccc(-c2csc(-c3cccnc3)n2)s1	8%	10.0%	3	-16	0%	-10	-5	0	2%
CCOC(=O)C1(Cc2cccc(F)c2)CCN(C(=O)C2CCCO2)CC1 (configuration not stated)	-3%	-2.4%	?	5	6%	-12	11	1	2%
Cc1cc2sc(C(=O)O)c(C)c2s1	0%	?	6	-1	1%	-11	-6	3	-1%
O=C(CNC(=O)c1cccs1)N/N=C/c1ccccc1[N+](=O)[O-]	9%	6.1%	-7	.	2%	-1	-1	2	3%
Cc1cc(C)c2oc(C(=O)N3CCN(Cc4ccccc4)CC3)cc(=O)c2c1	-1%	0.3%	8	0	1%	2	-8	2	9%
COc1cccc(CNc2ncc(-c3ccccc3)n2C)c1	0%	1.1%	-10	-5	?	-18	3	4	-7%
O=C(c1cc(-c2ccco2)nc2ccccc12)N1CCCC(C(F)(F)F)C1 (configuration not stated)	-3%	1.7%	-18	-3	4%	7	-6	0	-2%
Cc1nc2ccccc2c(C)c1C(=O)c1ccccc1	-2%	0.6%	0	-7	0%	-2	7	2	-12%
O=C(O)c1ccc2c(c1)C(=O)N([C@H](Cc1ccc(C(F)(F)F)cc1)C(=O)O)C2=O	.	1.5%	.	-3	.	-48*	.	1	.
CC(C)(C)OC(=O)N1CCC(c2c(C(=O)NCCc3ccccc3)cnn2-c2ccc(F)cc2F)CC1	-1%	0.8%	?	-3	-2%	6	4	5	-3%
CC(=O)c1ccccc1OCc1ccc(C(=O)c2ccccc2)cc1	1%	1.1%	0	-4	-9%	-20	2	8	5%
CCC(Sc1nnc2c3ccccc3n(CC)c2n1)C(=O)Nc1ccc(NC(C)=O)cc1 (configuration not stated)	3%	0.7%	-2	-6	-7%	-18	-3	-2	1%
O=C(CN1C(=O)NC2(CCCc3ccccc32)C1=O)NCc1ccco1 (configuration not stated)	2%	0.9%	6	1	-2%	1	-3	1	0%
Cc1nonc1C(=O)N/N=C/c1ccc(O)cc1O	2%	0.7%	-1	-4	-5%	39	-12	1	-17%
NS(=O)(=O)c1ccc(NC(=O)COc2ncnc3sccc23)cc1	-2%	7.9%	6	-4	3%	-18	13	0	0%
Cc1ccc(C(=O)NNc2cc(N3CCCC3)nc(N3CCCC3)n2)cc1	2%	-0.1%	-62*	.	-3%	.	.	.	-10%
c1ccc(C2Nc3ccccc3C3OCCCC23)cc1 (configuration not stated)	6%	0.8%	-6	-1	-24%	5	-8	1	4%
CC(=O)N(C)c1cccc([N+](=O)[O-])c1	0%	2.5%	-10	-2	1%	-21	1	2	-27%
O=C(O)C1C2C=CC(C2)C1C(=O)NC1CCS(=O)(=O)C1 (configuration not stated)	-4%	2.2%	-8	1	-1%	17	-3	3	-22%

Screening data deposited in PubChem by National Center for Advancing Translational Sciences (NCATS).
